IL1B secr inh – blocks inflammasome-driven IL-1 beta release. THP-1 LPS/ATP IL-1B secretion, AlphaLISA, 16 h; hits give low values. activity change, % at 57.5 µM. hit rate 4.7% among 360,000; in the data active means activity change below about -50%; inconclusive means mostly about -30% to -49%; further: on the % scale 0 is the no-effect control and ±100 the full control effect
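THP-1 cells pretreated 1 hr with compounds (up to 57.5 uM final), then stimulated with LPS (250 ng/mL final) plus ATP (1.25 mM final); secreted IL-1B measured by AlphaLISA after 16 hr, decreased signal indicating inhibition.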
HT1080 IDH1KD tx – kills HT-1080 cells with IDH1 knockdown. AID 686971. HT-1080 IDH1 knockdown viability, ATP luminescence, 48 h. hit rate 2% among 360,000. Potency, µM (highest dose often 46.1 µM), without a hit: at the highest dose activity, negative = toxicity, actives largely listed as cytotoxic;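 further: potency means the concentration at half of the fitted maximal effect; 0% = DMSO wells and -100% = cell-free medium wells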
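Using the IDH1-knockdown HT-1080 line run in the same batch and compound series as the NT line, viability after 48 h at 37 °C was determined by CellTiter-Glo luminescence and expressed as % activity.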
WRN helicase inh – WRN helicase (human) inhibition; Q14191; WRN helicase unwinding, fluorescent forked duplex, kinetic; hit rate 0.46% among 360,000; Potency, µM (series often up to 114 µM), for the others: at the top dose activity change, negative = inhibition, hits mostly inhibitors; further: potency means the concentration at half of the fitted maximal effect; on the % scale 0 is the no-effect control and ±100 the full control effect; nearly all actives have a fitted effect of over 55% in size
Target sequence (Q14191 whole entry, looked up): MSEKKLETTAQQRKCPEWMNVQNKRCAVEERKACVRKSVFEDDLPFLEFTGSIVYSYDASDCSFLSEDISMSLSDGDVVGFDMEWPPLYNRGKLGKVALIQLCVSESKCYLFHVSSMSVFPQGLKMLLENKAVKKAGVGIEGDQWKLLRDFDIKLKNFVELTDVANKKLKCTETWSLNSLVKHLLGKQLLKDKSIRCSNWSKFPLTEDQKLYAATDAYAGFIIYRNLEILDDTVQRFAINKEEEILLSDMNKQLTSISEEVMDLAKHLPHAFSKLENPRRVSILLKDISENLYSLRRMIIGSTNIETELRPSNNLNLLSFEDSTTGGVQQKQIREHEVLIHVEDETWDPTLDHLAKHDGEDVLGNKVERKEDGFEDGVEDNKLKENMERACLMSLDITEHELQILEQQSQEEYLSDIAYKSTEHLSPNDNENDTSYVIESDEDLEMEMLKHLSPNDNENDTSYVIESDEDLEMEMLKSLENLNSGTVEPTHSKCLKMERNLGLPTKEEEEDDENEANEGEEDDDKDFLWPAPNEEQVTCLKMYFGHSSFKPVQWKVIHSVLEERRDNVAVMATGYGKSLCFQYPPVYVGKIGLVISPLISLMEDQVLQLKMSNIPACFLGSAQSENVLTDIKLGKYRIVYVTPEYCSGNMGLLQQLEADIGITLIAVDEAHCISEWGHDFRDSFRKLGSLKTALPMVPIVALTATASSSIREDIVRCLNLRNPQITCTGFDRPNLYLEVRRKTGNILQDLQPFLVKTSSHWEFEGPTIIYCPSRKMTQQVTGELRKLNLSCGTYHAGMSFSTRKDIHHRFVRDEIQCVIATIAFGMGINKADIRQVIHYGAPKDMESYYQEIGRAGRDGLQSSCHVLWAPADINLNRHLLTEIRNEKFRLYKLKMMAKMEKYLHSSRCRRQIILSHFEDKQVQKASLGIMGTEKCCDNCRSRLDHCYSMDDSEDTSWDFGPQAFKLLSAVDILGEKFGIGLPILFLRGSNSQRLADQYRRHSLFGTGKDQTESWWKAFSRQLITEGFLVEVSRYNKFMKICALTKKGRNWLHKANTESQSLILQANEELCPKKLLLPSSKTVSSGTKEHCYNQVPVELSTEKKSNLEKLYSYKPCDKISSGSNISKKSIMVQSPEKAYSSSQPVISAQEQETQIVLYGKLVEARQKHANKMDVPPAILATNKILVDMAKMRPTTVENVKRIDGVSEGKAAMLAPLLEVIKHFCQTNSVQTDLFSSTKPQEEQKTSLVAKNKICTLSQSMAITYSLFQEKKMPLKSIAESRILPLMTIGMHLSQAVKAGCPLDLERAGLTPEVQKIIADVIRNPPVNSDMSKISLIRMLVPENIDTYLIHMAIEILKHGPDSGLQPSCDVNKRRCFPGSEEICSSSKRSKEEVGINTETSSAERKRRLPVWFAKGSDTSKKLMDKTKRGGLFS
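Screening of the MLSMR collection measured strand separation of a quenched forked DNA duplex (100 nM) by 20 nM WRN with 2 mM ATP, all final. Compounds were preincubated with enzyme 15 min at room temperature.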
MCF10A rereplic – inducers of DNA re-replication in MCF 10A breast cells. MCF 10A DNA re-replication, Hoechst nuclear intensity, 48 h. Potency, µM (doses to about 46.1 µM), without a hit: at the top dose activity, positive = re-replication, actives largely listed as activators. hit rate 2.9% among 350,000; further: potency means the concentration at half of the fitted maximal effect; % of control where 0% means no effect; nearly all actives have a fitted effect of over 50% in size
ATXN2 expr inh – ATXN2 expression inhibition. HEK-293 ATXN2-luciferase reporter, luminescence, 24 h. Potency, µM (titrated, usually from 57 µM), for inactives: at the highest dose activity change, negative = inhibition, usual class: inhibitors. hit rate 0.72% among 360,000; further: potency means the concentration at half of the fitted maximal effect; on the % scale 0 is the no-effect control and ±100 the full control effect; nearly all actives have a fitted effect of over 55% in size
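qHTS (up to 57 uM final) was run with 24 h compound exposure of reporter cells at 37 °C. Each well was multiplexed: SteadyGlo luminescence measured ATXN2-luciferase expression after a fluorogenic Gly-Phe-AFC viability readout (25 uM final).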
HT1080-NT tox – kills 2HG-producing HT-1080-NT fibrosarcoma cells; hit rate 1.6% among 360,000; HT-1080-NT fibrosarcoma viability, CellTiter-Glo ATP luminescence, 48 h; Potency, µM (highest dose often 46.1 µM), inactives show top-dose activity, negative = less viability, usual class: cytotoxic;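 further: NT is the 2HG producing partner of a matched IDH1 knockdown line; potency means the concentration at half of the fitted maximal effect; 0% = DMSO-treated cells and -100% = media-only wells without cells; nearly all actives have a fitted effect of over 55% in size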
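Read-out is CellTiter-Glo luminescence after 10 minutes at room temperature, following 48 hours' compound treatment of HT-1080-NT cells (750 cells/well, RPMI, 5% FBS, 37 degrees C).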
SW480 rereplic – induces DNA re-replication in SW480 colon adenocarcinoma cells; SW480 DNA re-replication, Hoechst DNA content imaging, 48 h; Potency, µM (series often up to 46.1 µM), for inactives: at the highest dose re-replication activation, hits mostly activators; hit rate 1.8% among 340,000; AID 624297; further: potency means the concentration at half of the fitted maximal effect; % of control where 0% means no effect; nearly all actives have a fitted effect of over 55% in size
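Per well, 250 cells were exposed to pinned compound for 48 hr. Nuclear DNA was visualised with Hoechst (40 min, 37 C) and total object intensity recorded by fluorescence scanning.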
KB-V1 cytotox – KB-V1 MDR subline cytotoxicity | Potency, µM (doses to about 46.1 µM), for inactives: at the top dose activity change, negative = cytotoxicity, hits mostly cytotoxic | hit rate 3.4% among 400,000 | KB-V1 MDR cells viability, CellTiter-Glo, 72 h | AID 1347076; further: potency means the concentration at half of the fitted maximal effect; on the % scale 0 is the no-effect control and ±100 the full control effect; nearly all actives have a fitted effect of over 60% in size
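In this primary screen, KB-V1 cells overexpressing P-gp are incubated with library compounds (lowest to highest concentration) for 72 h at 37 degrees C before a luminescent ATP viability read.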
KB-3-1 cytotox – kills parental KB-3-1 adenocarcinoma cells | Potency, µM (series often up to 46.1 µM), for the others: at the highest dose activity change, negative = cytotoxic, usual class: cytotoxic | KB-3-1 viability, CellTiter-Glo ATP luminescence, 72 h | AID 1347075 | hit rate 1.4% among 400,000; further: potency means the concentration at half of the fitted maximal effect; on the % scale 0 is the no-effect control and ±100 the full control effect; nearly all actives have a fitted effect of over 60% in size
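Viability of parental KB-3-1 cells, measured by CellTiter-Glo luminescence, followed a 72 h incubation at 37 °C with pinned compounds in phenol-red-free DMEM containing 10% FBS.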
* marks the source's active call; other numbers are inactive results; ? = inconclusive; nt = no result given; & = joins results of further samples; [ ] = remark or other dose. Unless noted, the call rests on the fitted dose curve; in most records, active means well fitted curve in the direction sought with a large enough effect; inconclusive means small, poorly fitted or top-dose-only effect, or another doubt; inactive means no such curve, though single readings can be large; an effect the other way counts as inactive or inconclusive.

item | SMILES | IL1B secr inh | HT1080 IDH1KD tx | WRN helicase inh | MCF10A rereplic | ATXN2 expr inh | HT1080-NT tox | SW480 rereplic | KB-V1 cytotox | KB-3-1 cytotox
1 | CCOc1ccccc1OCCN1CCCC1 | -8 | 0% | 10% | 0% | nt | 1% | -6% | 14% | 10%
2 | ClC(Br)=C(n1cnc2ccccc21)n1cnc2ccccc21 | 15 | -3% | -19% | 4% | -19% | 5% | -9% | -14% | 6%
3 | Cc1cc(/C=N/n2c(COc3ccccc3C)nc3ccccc3c2=O)c(O)c([N+](=O)[O-])c1 | 326 | ? | -5% | 10% | ? | ? | 13µM* | 0% | 0%
4 | O=C(O)c1ccc(-c2noc(-c3ccccc3F)n2)cc1 | nt | nt | nt | 5% | 15% | nt | -6% | 0% | ?
5 | Cc1ccc(N2C(=O)C3C4C=CC(CNC(=S)Nc5cccc(Cl)c5)(O4)C3C2=O)cc1 (stereo not drawn) | 3 | -4% | -20% | 20% | -18% | -3% | ? | 12µM* | 0%
6 | COc1ccc(N(C(=O)c2snc(C(N)=O)c2N)C(C(=O)NC2CCCC2)c2ccco2)cc1OC (stereo not drawn) | 37 | 0% | 10% | 4% | -5% | -3% | -2% | -2% | 8%
7 | C=CCn1c(SCC(=O)N(C)C)nc2sc3c(c2c1=O)CCC3 | 31 | 0% | 0% | 19% | nt | -3% | -7% | -8% | -3%
8 | COc1ncnc2c1ncn2CCCNCC(c1ccccc1)c1ccccc1 | 15 | -8% | 13% | nt | -16% | -15% | nt | 4% | 3%
9 | COc1ccc(C2CC(C(F)(F)F)n3ncc(C(=O)NCC4CCCO4)c3N2)cc1OC (stereo not drawn) | -18 | 1% | 6% | 1% | 1% | -6% | 1% | 2% | 1%
10 | COc1ccccc1NC(=O)/C=C\C(=O)O | 26 | 6% | 6% | -6% | 6% | 2% | -7% | -3% | 1%
11 | CCOC(=O)N1CCN(C(=O)CC(=O)Nc2ccc3nc4n(c(=O)c3c2)CCCCC4)CC1 | -14 | 1% | 6% | -2% | -5% | -2% | -4% | 28% | 3%
12 | CC(C(=O)Nc1ccc(C(F)(F)F)cc1)N(C)CC(=O)N1CCN(Cc2ccccc2)CC1 (stereo not drawn) | -51* | -15% | ? | 25% | -19% | -1% | -5% | ? | -3%
13 | O=C1/C(=C/c2cccc([N+](=O)[O-])c2)CSc2ccc(Cl)cc21 | -1 | 13% | -21% | -7% | -16% | 20% | -8% | 0% | -3%
14 | Cn1c(CNC(=O)CNC(=O)Cc2ccccc2)cc(=O)n(C)c1=O | 8 | 7% | -3% | 10% | 5% | 3% | ? | ? | 0%
15 | CCCC(C(=O)NC(C)(C)C)N(CC1CCCO1)C(=O)c1snc(C(N)=O)c1N (stereo not drawn) | -8 | 18% | -21%[57.1 µM] | -3% | -27%[11.3 µM] | 12% | 8% | ? | 1%
16 | O=C(Cc1ccc2c(c1)OCCO2)N1CCN(S(=O)(=O)c2cccc(Cl)c2Cl)CC1 | 10 | 1% | 6% | 29% | -5% | 2% | -109%[inhibitor] | 23µM* | 14%
17 | O=C(Nc1ccccc1N1CCCCC1)c1ccc(Cl)cc1 | 27 | -13% | 5% | 1% | 5% | 10% | 0% | -8% | 6%
18 | Nc1c(Nc2ccccc2)c2ccccc2oc1=O | 147 | 4% | -6% | 10% | -12% | 11% | 1% | ? | -4%
19 | CCOC(=O)N1CCN(C(=O)CSCC(=O)N=c2sc3cc(OC)ccc3n2C)CC1 | 21 | 8% | -1% | 4% | 2% | 7% | -3% | ? | -4%
20 | CC(=O)Nc1ccc2nc(-c3ccccc3)cn2c1 | 56 | 7% | -20% | 8% | 2% | 13% | -3% | -14% | 0%
21 | COc1ccc(C(=O)NC(NC(=O)c2ccc(OC)c(OC)c2)c2ccccc2F)cc1OC | 42 | -7% | -16%[57.1 µM] | 3%&-37% | 31%[11.3 µM] | -12% | 11%&4% | ? | 9%
22 | Cc1ccc2oc(=O)c3cnn(CC(=O)N4CCCCCC4)c3c2c1 | -10 | 10% | 3% | 5% | -15% | -2% | -16% | -1% | -1%
23 | CCOc1ccc(N(CC(N)=O)S(=O)(=O)c2ccc(F)cc2)cc1 | 11 | 0% | -16% | -2% | -1% | -3% | 3% | 5% | -3%
24 | O=C(COC(=O)c1ccc(O)cc1O)NCCN1C(=O)CSC1=O | 32 | -5% | 1% | 1% | 26% | 1% | -10% | 9% | -3%
25 | CCC(C)(C)NC(=O)CN(Cc1ccccc1Cl)C(=O)CCC(=O)Nc1cc(C)ccn1 | -23 | -12% | 2% | -4% | -7% | -15% | 1% | ? | 25%
26 | O=c1[nH]cnc2c1oc1ccccc12 | 4 | 5% | -13% | 0% | 58%[activator] | 1% | 11% | 7% | -5%
27 | OC(CN1C2=NCCN2c2ccccc21)c1ccc2c(c1)OCO2 (stereo not drawn) | 20 | ? | 9% | ? | -30% | ? | 19%[9.22 µM] | 12% | ?
28 | CCc1nc2ccc(C(=O)NCC3CCCCC3)cn2c1N(CCC(C)C)CCN(C)C | 18 | 16µM* | -2% | nt | ? | 18µM* | nt | -2% | 0%
29 | CCN1CCN(c2ccc(S(=O)(=O)N3CCCCC3)cc2NC(=O)Cc2ccc(Cl)c(Cl)c2)CC1 | -60* | ? | -8% | ? | -11% | -14% | ? | -18% | ?
30 | C#CCOCCOCCOCCNc1nc(N2CCOCC2)nc(N2CCN(C(=O)[C@H](CCCCN)n3cc([C@@H](N)C(C)CC)nn3)CC2)n1 (stereo partly drawn) | -13 | 8% | 1% | 6% | 15% | 5% | -2% | 24% | 7%
31 | CCN(Cc1cc2cc(C)ccc2[nH]c1=O)C(=O)c1cccc(OC)c1 | -9 | -8% | 13% | 11% | -23% | 1% | 6% | 9.2µM* | -10%
32 | CCOC(=O)c1c(-c2cccs2)csc1N | -5 | -22% | -6% | 2% | 4% | -15% | -32%[inhibitor] | 6% | -8%
33 | Cc1cc(NC(=O)CSc2nnc(C)o2)no1 | 30 | 1% | 0% | 0% | 4% | 22% | -10% | 21% | 6%
34 | Cc1cc(C(=O)N/N=C/c2cccn2C)n[nH]1 | 0 | 7% | 7% | ? | 15% | 20% | ? | 8% | -8%
35 | CC1CCCC(C)N1C(=O)COC(=O)c1cc(S(=O)(=O)N2CCOCC2)ccc1Cl (stereo not drawn) | 7 | 7% | -21% | 8% | -25% | -3% | 0% | ? | 5%
36 | CN(C)c1ccc(-c2cc3ccccc3c(=O)o2)cc1 | 18 | 6% | -4% | 15µM* | 166%[activator] | 9% | 13µM* | -1% | 5%
37 | OCCC1CN(Cc2ccc3cccc(F)c3n2)CCN1Cc1ccccc1 (stereo not drawn) | 0 | -2% | 5% | ? | 26% | -3% | -64%[inhibitor] | 1% | -3%
38 | COc1cc(C2=NOC(C(=O)N3CCCCCC3)C2)cc(OC)c1OC (stereo not drawn) | -18 | 2% | -9% | -2% | 2% | -1%[9.24 µM] | -9% | 0% | -5%
39 | COc1ccc(/C(N)=N/OC(=O)CSc2ccc(C)cc2)cc1 | -1 | -4% | -2% | 14% | 0% | 18% | 3% | 8% | -2%
40 | Cc1cccc(NC(=O)CN(C)S(=O)(=O)c2ccc3c(c2)n(C)c(=O)c(=O)n3C)c1C | -8 | 14% | -6% | 4% | -5% | 0% | 2% | 8% | -2%

Entries above printed as active in SW480 rereplic:
| No. | molecule | IL1B secr inh | WRN helicase inh | SW480 rereplic |
| --- | --- | --- | --- | --- |
| 3 | Cc1cc(/C=N/n2c(COc3ccccc3C)nc3ccccc3c2=O)c(O)c([N+](=O)[O-])c1 | 326 | -5% | 13µM* |
| 36 | CN(C)c1ccc(-c2cc3ccccc3c(=O)o2)cc1 | 18 | -4% | 13µM* |

Next section.
item | SMILES | IL1B secr inh | HT1080 IDH1KD tx | WRN helicase inh | MCF10A rereplic | ATXN2 expr inh | HT1080-NT tox | SW480 rereplic | KB-V1 cytotox | KB-3-1 cytotox
41 | CCN(C(=O)CSc1ncnc2c1cnn2-c1ccccc1)C1CCS(=O)(=O)C1 (stereo not drawn) | -61* | -3% | 7% | 13% | -4% | 0% | -3% | ? | -2%
42 | Nc1ccc2nc(SCC(=O)c3ccccc3)sc2c1 | 14 | 13% | -1% | 3% | 21% | 20% | -13% | 1% | -7%
43 | COc1ccc2c(c1)OC[C@H]1[C@H]2N2C(=O)c3cc(C)ccc3NC(=O)[C@@]2(C)[C@H]1c1ccccc1 | ? | -17% | 0% | ? | -1% | ? | 10µM* | -16% | -6%
44 | CCc1ccccc1N1CC(C(=O)Nc2nccs2)CC1=O (stereo not drawn) | 21 | 1% | 4%[57.1 µM] | -34%[inhibitor] | -9% | 2% | 13% | 3% | 6%

From entry 1 up to 5, as listed above:
item | SMILES | IL1B secr inh | HT1080 IDH1KD tx | WRN helicase inh | MCF10A rereplic | ATXN2 expr inh | HT1080-NT tox | SW480 rereplic | KB-V1 cytotox | KB-3-1 cytotox
1 | CCOc1ccccc1OCCN1CCCC1 | -8 | 0% | 10% | 0% | nt | 1% | -6% | 14% | 10%
2 | ClC(Br)=C(n1cnc2ccccc21)n1cnc2ccccc21 | 15 | -3% | -19% | 4% | -19% | 5% | -9% | -14% | 6%
3 | Cc1cc(/C=N/n2c(COc3ccccc3C)nc3ccccc3c2=O)c(O)c([N+](=O)[O-])c1 | 326 | ? | -5% | 10% | ? | ? | 13µM* | 0% | 0%
4 | O=C(O)c1ccc(-c2noc(-c3ccccc3F)n2)cc1 | nt | nt | nt | 5% | 15% | nt | -6% | 0% | ?
5 | Cc1ccc(N2C(=O)C3C4C=CC(CNC(=S)Nc5cccc(Cl)c5)(O4)C3C2=O)cc1 (stereo not drawn) | 3 | -4% | -20% | 20% | -18% | -3% | ? | 12µM* | 0%

This is a random part of the collection; 12% or so of the library scored in one or more.
